# High-throughput results as filed in PubChem BioAssay.
# XBP1 UPR activ – adaptive UPR (XBP1) activation; CHO-XBP1 luciferase reporter, IRE1-XBP1 UPR activation, luminescence; percent of tunicamycin response, DMSO as zero; activation, % at 20 µM; 330,000 compounds, 0.33% hits; AID 463104;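 active = versus positive control, 20 µM dose yields 30% or more activation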;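 also: 100% = tunicamycin at 10 µg/mL and 0% = DMSO only wells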
#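 Material: CHO-XBP1 cells stably carrying IRE1-XBP1-driven luciferase reporter | Medium: F12 with 10% serum | Compound dosing: 20 µM single concentration, DMSO 1% | Incubation: Overnight seeding at 37 °C, 6 h compound treatment at 37 °C | Detection: Steady-Glo luminescence read | Read-out basis: % activation of reporter signal versus tunicamycin and DMSO controls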
# TIM10 inh – growth inhibitors of TIM10 yeast strain; S. cerevisiae TIM10 strain growth, BacTiter-Glo luminescence, 24 h; inhibition, % at 10 µM; 330,000 compounds, 1.4% hits; AID 463195;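 active = inhibition of 40% or more at the single tested concentration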;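 also: wild-type TIM10 isogenic control strain grown at permissive 25 °C; 0% = DMSO yeast wells and 100% = minimal medium wells without yeast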
# CHOP UPR activ – activators of apoptotic arm of unfolded protein response (CHOP); CHO-CHOP luciferase reporter, UPR activation, luminescence; percent of tunicamycin response over DMSO baseline; activation, % at 10 µM; 330,000 compounds, 0.34% hits; AID 449763;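 active = at 10 µM dose, activation of 40% or more, normalized to positive control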;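 also: 100% = tunicamycin at 10 µg/mL and 0% = DMSO alone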
#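 Evaluation: % reporter activation, DMSO baseline versus tunicamycin full activation; System: CHO-CHOP luciferase reporter cell line; Input: 500 cells/well; Incubation: 6 h compound treatment, 37 °C; Measured by: Steady-Glo luciferase luminescence; Dosing: one dose, 10 µM in 0.5% DMSO; Buffer or medium: F12 medium, 10% FBS; Benchmarks: positive tunicamycin 10 µg/mL, negative DMSO alone.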
# tim10-1 inh – growth inhibitors of tim10-1 mutant yeast; AID 463190; S. cerevisiae tim10-1 ts strain growth, BacTiter-Glo, 24 h; 330,000 compounds, 2.2% hits; inhibition, % at 20 µM;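 active = inhibition of at least 40%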;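 also: mutant grown at 25 °C; 0% = DMSO wells with yeast and 100% = wells holding no yeast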
# APJ ag – APJ receptor agonism; P35414; CHO-K1 APJ PathHunter beta-arrestin, luminescence; 0% DMSO wells, 100% apelin; activation, % at 20 µM; 330,000 compounds, 0.11% hits; AID 2520;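 active = activation more than six SD over the plate average, tested at 20 µM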;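 also: 0% = DMSO alone and 100% = apelin-13 at 10 nM; some results filed as inactive read as strong as hits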
# Target sequence (P35414 whole entry, looked up): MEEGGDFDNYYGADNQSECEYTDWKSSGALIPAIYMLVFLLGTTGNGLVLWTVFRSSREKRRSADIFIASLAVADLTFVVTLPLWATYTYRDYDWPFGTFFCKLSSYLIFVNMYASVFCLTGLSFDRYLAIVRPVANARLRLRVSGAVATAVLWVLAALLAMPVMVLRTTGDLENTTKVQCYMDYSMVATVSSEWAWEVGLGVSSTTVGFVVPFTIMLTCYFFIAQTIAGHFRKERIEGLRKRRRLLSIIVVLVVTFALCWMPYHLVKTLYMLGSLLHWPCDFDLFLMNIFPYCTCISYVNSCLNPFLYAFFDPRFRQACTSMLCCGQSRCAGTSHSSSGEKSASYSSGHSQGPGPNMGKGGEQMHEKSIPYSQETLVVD
#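 Material: CHO-K1 APJ beta-arrestin complementation cell line; Input: cell density 1000 per well; Incubation: compound stimulation 90 min at 25 °C, detection 60 min; Signal: luminescence from split beta-galactosidase complementation, Galacton Star/Emerald II substrate; Controls: DMSO-only wells as negative, 10 nM Apelin-13 as positive control.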
# tim23-1 inh – inhibits growth of tim23-1 mutant yeast; S. cerevisiae tim23-1 growth, BacTiter-Glo luminescence, 24 h; inhibition, % at 20 µM; AID 463212; 330,000 compounds, 1.3% hits;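 active = growth inhibition of the mutant yeast at or above 50%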;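 also: temperature-sensitive mutant grown at 25 °C; plate controls were DMSO-treated mutant yeast for no effect and medium wells lacking yeast for full effect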
# Mdm2-MdmX inh – human Mdm2/MdmX binding inhibition; inhibition, % at 8 µM; SaOS-2 split-luciferase Mdm2/MdmX complementation, luminescence; 330,000 compounds, 3% hits;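 active = inhibition of at least 50% at 8 µM in the primary screen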
# CXCR6 block – blocks human CXCR6 beta-arrestin recruitment. 360,000 compounds, 0.36% hits. CHO-K1 PathHunter CXCR6 beta-arrestin, luminescence. inhibition, % at 20 µM; in the data active = inhibition above about 34%, passing the limit was not always enough;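 also: antagonist mode with CXCL16 agonist at 10 nM final; 0% = 10 nM CXCL16 with DMSO and 100% = unstimulated wells without agonist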
# Target sequence (O00574 whole entry, looked up): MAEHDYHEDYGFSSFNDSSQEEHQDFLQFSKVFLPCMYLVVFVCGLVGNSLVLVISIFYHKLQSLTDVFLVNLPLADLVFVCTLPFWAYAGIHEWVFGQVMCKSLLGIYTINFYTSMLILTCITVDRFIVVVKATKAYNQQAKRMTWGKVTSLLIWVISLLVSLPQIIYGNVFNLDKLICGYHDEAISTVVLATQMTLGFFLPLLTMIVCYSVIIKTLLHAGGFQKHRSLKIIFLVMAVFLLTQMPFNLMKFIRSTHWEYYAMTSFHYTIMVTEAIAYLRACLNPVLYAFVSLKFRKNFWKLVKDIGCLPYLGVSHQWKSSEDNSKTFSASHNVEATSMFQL
# APJ antagonist – APJ receptor antagonism. AID 2521. inhibition, % at 20 µM. CHO-K1 APJ beta-arrestin complementation, luminescence. 330,000 compounds, 0.32% hits. P35414;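 active = inhibition above about 40% at 20 µM, limit read from the data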;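 also: cells challenged with 10 nM apelin-13 agonist together with compound; plate controls were apelin-13 plus DMSO wells for no effect and DMSO wells lacking apelin-13 for full effect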
# * = called active by the depositor; . = not tested or not shown. The list is partial; count on the stated rates, not on these rows.
SMILES,XBP1 UPR activ,TIM10 inh,CHOP UPR activ,tim10-1 inh,APJ ag,tim23-1 inh,Mdm2-MdmX inh,CXCR6 block,APJ antagonist
O=C1c2ccccc2C(=O)N1CCN1CCCCC1,-2,-1,2.4,3,-2,15,-7,-3,8
Cc1cc2c(n1-c1ccc(C(=O)O)cc1)CCCCC2,-5,4,-0.5,9,-1,7,10,.,4
O=C1c2ccccc2C(=O)c2c1cccc2N(CCO)CCO,-3,1,-0.3,9,0,-6,23,2,8
O=C(C1CC1)N1N=C2CCCCC2C1(O)C(F)(F)F (configuration not stated),-5,5,-1.4,-12,-2,3,-16,-4,-17
O=C1CCC(c2ccccc2)N1C(=O)c1cccnc1 (configuration not stated),1,21,0.2,11,-1,12,-3,-4,1
COC(CNC(=O)c1c[nH]c2ccc(S(=O)(=O)N3CCOCC3)cc2c1=O)OC,-4,0,2.0,22,3,3,24,0,2
COc1cc(S(=O)(=O)n2nc(C)cc2C)ccc1Cl,-3,1,0.7,-11,-2,8,11,-2,-2
CN(C)c1cc[n+](CC[n+]2ccc(N(C)C)cc2)cc1,2,-24,-2.0,-37,-7,-23,15,2,-43
Nc1cccnc1Sc1ccc(Cl)cc1,-1,-4,0.8,-1,5,-4,20,4,-9
COc1cccc(NC(=O)Nc2cc(C(=O)NCC3CCCO3)ccc2N2CC3CC(C2)c2cccc(=O)n2C3)c1 (configuration not stated),-4,5,0.8,-1,0,-3,10,2,16
COC(=O)c1ccc(COc2ncnc3sccc23)cc1,-2,4,1.3,-4,-3,-8,8,6,13
O=C(c1cccc(F)c1)N1CCCC(C(=O)N2CCCCC2)C1 (configuration not stated),-6,-14,-2.8,-11,-2,13,-2,6,0
COc1ccc(CN2CCN(S(=O)(=O)c3ccc(NC(C)=O)cc3)CC2)c(OC)c1OC,-2,2,-1.7,-6,-2,18,6,-3,2
CC(/C=N/NC(=O)c1ccccc1F)=C\c1ccccc1,-5,5,3.2,-4,4,35,-88,-7,3
O=C(CN1C(=O)NC2(CCCC2)C1=O)N1CCN(c2ccccc2Cl)CC1,-1,-12,1.9,-12,0,6,-13,-1,16
Cc1ccc(Oc2cc([N+](=O)[O-])cc3c2C(=O)Nc2ccccc2O3)cc1,0,5,1.5,11,2,-3,22,-11,9
COc1ccc(NC(=O)C2=CC(c3cccs3)=NS(=O)(=O)N2C)cc1,-1,1,0.8,6,5,18,55*,3,9
Cc1ccc2nc(C3CCN(CC(=O)N4CCCCCC4)CC3)[nH]c2c1,4,-2,-0.8,-3,-4,-9,-6,-4,-7
COc1ccccc1N1CCN(CCC(=O)Nc2ccc(F)cc2)CC1,-3,-11,3.3,-2,-3,6,14,-3,-11
CCOc1ccc(OCC)c(NC(=O)CN(C)S(=O)(=O)c2cccc3nsnc23)c1,-4,17,0.8,16,-10,6,31,-1,1

# 13 entries from above, with bars between the fields:
SMILES | XBP1 UPR activ | TIM10 inh | CHOP UPR activ | tim10-1 inh | APJ ag | tim23-1 inh | Mdm2-MdmX inh | CXCR6 block | APJ antagonist
O=C1CCC(c2ccccc2)N1C(=O)c1cccnc1 (configuration not stated) | 1 | 21 | 0.2 | 11 | -1 | 12 | -3 | -4 | 1
COC(CNC(=O)c1c[nH]c2ccc(S(=O)(=O)N3CCOCC3)cc2c1=O)OC | -4 | 0 | 2.0 | 22 | 3 | 3 | 24 | 0 | 2
COc1cc(S(=O)(=O)n2nc(C)cc2C)ccc1Cl | -3 | 1 | 0.7 | -11 | -2 | 8 | 11 | -2 | -2
CN(C)c1cc[n+](CC[n+]2ccc(N(C)C)cc2)cc1 | 2 | -24 | -2.0 | -37 | -7 | -23 | 15 | 2 | -43
Nc1cccnc1Sc1ccc(Cl)cc1 | -1 | -4 | 0.8 | -1 | 5 | -4 | 20 | 4 | -9
COc1cccc(NC(=O)Nc2cc(C(=O)NCC3CCCO3)ccc2N2CC3CC(C2)c2cccc(=O)n2C3)c1 (configuration not stated) | -4 | 5 | 0.8 | -1 | 0 | -3 | 10 | 2 | 16
COC(=O)c1ccc(COc2ncnc3sccc23)cc1 | -2 | 4 | 1.3 | -4 | -3 | -8 | 8 | 6 | 13
O=C(c1cccc(F)c1)N1CCCC(C(=O)N2CCCCC2)C1 (configuration not stated) | -6 | -14 | -2.8 | -11 | -2 | 13 | -2 | 6 | 0
COc1ccc(CN2CCN(S(=O)(=O)c3ccc(NC(C)=O)cc3)CC2)c(OC)c1OC | -2 | 2 | -1.7 | -6 | -2 | 18 | 6 | -3 | 2
CC(/C=N/NC(=O)c1ccccc1F)=C\c1ccccc1 | -5 | 5 | 3.2 | -4 | 4 | 35 | -88 | -7 | 3
O=C(CN1C(=O)NC2(CCCC2)C1=O)N1CCN(c2ccccc2Cl)CC1 | -1 | -12 | 1.9 | -12 | 0 | 6 | -13 | -1 | 16
Cc1ccc(Oc2cc([N+](=O)[O-])cc3c2C(=O)Nc2ccccc2O3)cc1 | 0 | 5 | 1.5 | 11 | 2 | -3 | 22 | -11 | 9
COc1ccc(NC(=O)C2=CC(c3cccs3)=NS(=O)(=O)N2C)cc1 | -1 | 1 | 0.8 | 6 | 5 | 18 | 55* | 3 | 9

# Next section
SMILES,XBP1 UPR activ,TIM10 inh,CHOP UPR activ,tim10-1 inh,APJ ag,tim23-1 inh,Mdm2-MdmX inh,CXCR6 block,APJ antagonist
CCOc1ccccc1N=NC1C(=O)N(C(N)=S)N=C1C (configuration not stated),2,-3,31,-1,-6,-4,19,13,27
Cn1c(CC(=O)Nc2ccc(F)cc2)nnc1SCC(=O)NC1CCCCC1,0,2,0.8,-7,-4,-3,24,-16,-10
NC(=O)c1ccc(-c2csnn2)cc1,-1,-14,0.3,-33,-1,-2,15,6,0
Cc1cc(OCC(O)CNC(C)(C)C)ccc1Cl (configuration not stated),-4,-5,-0.1,6,-2,4,1,-1,-4
O=C(Nc1ccnn1C1CCN(Cc2ccccc2)CC1)c1ccccc1Cl,-7,2,3.2,-20,1,0,8,7,4
CC(=O)c1cccc(NC(=S)NCCC2=CCCCC2)c1,12,27,-1.6,40,0,21,-5,-1,-13
O=C(COC(=O)c1ccccc1OCC(=O)Nc1ccc(Br)cc1)Nc1ccccc1,1,-29,0.2,-6,-3,-17,11,-1,-13
CCC1(CC)NC(=O)N(CC(=O)OCC(=O)Nc2ccccc2[N+](=O)[O-])C1=O,-2,5,-1.1,6,2,2,11,-1,-23
COc1ccc2[nH]cc(CCNS(=O)(=O)Cc3ccccc3)c2c1,-3,-1,-2.4,22,-5,15,23,-4,-6
Cc1ccc(S(=O)(=O)CCc2nnc(NC(=O)C3CCCCC3)s2)cc1,1,4,0.1,-11,-4,-25,7,-5,4
C=Cc1ccc(C(=O)NC2CCCN(Cc3ccccc3F)C2)cc1 (configuration not stated),-4,-18,0.4,11,-2,14,19,2,-7
CCOC(=O)N1CCC(N(CCN(C)C)C(=S)Nc2cc(C)ccc2C)CC1,-6,-13,0.7,-5,-2,-4,9,2,8
Cc1sc2nc(SCC(=O)N(C)C)[nH]c(=O)c2c1C,0,-3,-0.6,-2,-1,4,-8,-5,24
Cc1cc(=O)oc2cc(NC(=O)c3c(Cl)cnn3C)ccc12,1,3,4.8,-10,3,-2,-9,2,1
COC(=O)CNc1nc(C2CC2)nc2c1nnn2Cc1ccccc1Cl,-4,4,-0.4,-7,-3,2,25,-1,11
CC(NC(=S)Nc1ccc(OC(F)F)c(Cl)c1)C(C)(C)C (configuration not stated),0,51*,1.2,38,2,30,58*,-5,6
CCOc1ccccc1C(=O)N[C@H](C(=O)Nc1nc2c(s1)CCCC2)C(C)C,1,28,-1.0,29,2,22,40,-7,-19
CCOC(=O)c1oc2cccc(O)c2c1CN1CCOCC1,4,6,-0.5,12,0,4,-11,1,-15
O=C(NCCCN1CCOCC1)C1CCN(S(=O)(=O)c2ccccc2)CC1,2,-8,1.4,1,0,5,19,4,17
COc1cccc(OCCSc2nc(N)cc(N)n2)c1,6,25,5.8,23,9,4,-31,-12,-6
CN1CCN(NC(=O)CN2C(=O)/C(=C/c3ccccc3F)SC2=S)CC1,-1,-3,-0.6,13,1,10,22,.,-4
CC1(c2ccccc2)NC(=O)N(CC(=O)Nc2cc(S(=O)(=O)N3CCOCC3)ccc2Cl)C1=O (configuration not stated),0,-16,1.5,6,0,2,18,9,-7
Cc1ccc(Nc2c(-c3ccc(N(C)C)cc3)nc3ncccn23)cc1,2,23,5.9,32,1,26,-28,-1,0
N#CCN1CCC2(O)CCCCC2C1c1ccc2c(c1)OCO2 (configuration not stated),2,19,-0.1,18,2,26,-13,1,-7
O=C(CNC(=O)c1ccccc1F)NCCN1C(=O)S/C(=C\c2ccccc2Cl)C1=O,2,14,4.1,24,15,24,11,2,-13
CCOC(=O)c1cnc2c(C#N)c(C)nn2c1C,-1,-7,-0.4,-12,-2,-12,5,-6,10
C=CCn1c(SCC(N)=O)nnc1-c1cc2c(s1)CCC(CC)C2 (configuration not stated),5,-18,4.0,35,8,16,-129,0,-8
Cc1ccccc1N1C(=O)Cc2ccccc2C1=O,-8,-19,-0.1,24,1,28,2,7,-16
CCOC(=O)[C@H]1[C@H]2COc3ccc(Cl)cc3[C@@H]2N2C(=O)[C@@H](C)NC(=O)[C@@]12C,-1,0,0.8,-7,-1,14,22,4,7
CCc1c(C2(O)CCCCC2)[nH]c2cnccc12,-2,-7,0.1,-3,-1,-1,17,-2,-9
NC(=O)C1CCN(C(=O)CSCc2ccccc2Cl)CC1,2,6,0.7,13,-4,1,-2,0,5
Cc1cc(NC(=O)c2ccoc2C)ccc1Br,-1,30,4.1,28,-1,37,-83,1,15
CC(=O)Nc1ccc(C(=O)Nc2nc(-c3cc(C)n(Cc4ccccc4)c3C)cs2)cc1,2,10,-1.3,18,-2,21,1,-1,2
C[C@@H]1CC[C@]2(O[C@H](CCO)C[C@H](O)[C@H]2O)O1,-4,8,0.7,6,-5,7,-13,-1,10
CC(NS(=O)(=O)c1ccc(Br)cc1)C(=O)Nc1nc2ccccc2[nH]1 (configuration not stated),-3,1,1.3,-3,-2,15,20,0,9
CCOC(=O)CCCNC(=O)CSc1nc2ccc(OCC)cc2[nH]1,-1,3,0.8,9,4,10,10,-8,-4
